High-throughput results deposited in PubChem by National Center for Advancing Translational Sciences (NCATS).
Rab9 prom act: qHTS Assay for Rab9 Promoter Activators; 2.8% of 320,000 active; Potency, µM (top dose mostly 9.22 µM), for the others: at the highest dose activation, negative = inhibition, usual class: activators; AID 485297, 2010; Huh7 Rab9 promoter-luciferase reporter, luminescence, 24 h; also: % of control where 0% means no effect; nearly all actives have a fitted effect of over 60% in size
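Using Huh7 cells stably transfected with Rab9 promoter–luciferase, compounds were incubated 24 h at 37 °C, 5% CO2; luciferase luminescence was read 10 min after reagent addition.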
FLuc modulator: qHTS profiling assay for firefly luciferase inhibitor/activator using purifed enzyme and Km concentrations of substrates (counterscreen for miR-21 project). purified FLuc, Km substrates, luminescence inhibition. Potency, µM (highest dose often 57.5 µM), inactives show at the highest dose activity change, negative = inhibition, actives largely listed as inhibitors. 6.9% of 360,000 active;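 also: plate controls were vehicle for no effect and reference inhibitor for full effect; nearly all actives have a fitted effect of over 55% in size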
Target sequence (P08659 whole entry, looked up): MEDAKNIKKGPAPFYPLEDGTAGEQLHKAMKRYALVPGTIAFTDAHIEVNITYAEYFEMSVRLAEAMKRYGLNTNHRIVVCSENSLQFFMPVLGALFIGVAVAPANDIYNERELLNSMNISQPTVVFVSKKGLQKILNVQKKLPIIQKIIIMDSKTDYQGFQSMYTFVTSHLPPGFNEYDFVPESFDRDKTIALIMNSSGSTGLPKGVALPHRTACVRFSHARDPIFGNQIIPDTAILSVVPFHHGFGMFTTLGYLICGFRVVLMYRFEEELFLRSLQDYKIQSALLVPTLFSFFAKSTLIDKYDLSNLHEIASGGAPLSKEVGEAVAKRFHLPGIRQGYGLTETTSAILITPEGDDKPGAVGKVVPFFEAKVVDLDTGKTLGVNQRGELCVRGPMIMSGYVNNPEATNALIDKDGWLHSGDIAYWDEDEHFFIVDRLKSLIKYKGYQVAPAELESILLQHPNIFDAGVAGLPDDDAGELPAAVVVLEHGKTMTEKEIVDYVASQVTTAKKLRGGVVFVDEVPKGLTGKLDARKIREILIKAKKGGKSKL
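Purified P. pyralis luciferase, 10 nM final, with Km-level 10 uM D-luciferin and 10 uM ATP in 50 mM Tris acetate pH 7.5, 10 mM Mg acetate, 0.01% Tween-20, 0.05% BSA; 6-point qHTS titration about 60 µM downward; luminescence read.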
ELG1 genotoxic: qHTS screen for small molecules that induce genotoxicity in human embryonic kidney (HEK293T) cells expressing luciferase-tagged ELG1 | HEK293T ELG1-luciferase reporter, luminescence, 16 h | Potency, µM (doses to about 46 µM), for the others: top-dose activity change, positive = activation, actives largely listed as activators | 1.3% of 330,000 active | AID 504466, 2011; also: % of control where 0% means no effect; nearly all actives have a fitted effect of over 60% in size
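Cells (2,000/well) expressing the ELG1-luciferase fusion are dosed by pin tool and kept 16 hr at 37 °C, 5% CO2. Signal comes from ONE-Glo luciferase reagent after 30 min at room temperature.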
MBNL1 CUG block: qHTS Assay for Inhibitors of MBNL1-poly(CUG) RNA binding; 0.036% of 280,000 active; TR-FRET MBNL1-His/biotin-(CUG)12 binding, 665/545 ratio; Potency, µM (series often up to 57.5 µM), for inactives: at the highest dose activity change, negative = inhibition, usual class: inhibitors; active = well fitted inhibition curve with a large enough effect in the signal ratio, with a control signal flat, not every such curve was filed as active; inconclusive = small, poorly fitted or top-dose-only effect, or effect the other way, or a change in a side signal; inactive = no such curve, though single readings can be large or run the other way; the % refers to the signal ratio; also: % is scaled to controls: 0 for no effect and ±100 for the full control effect
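Compounds (final 92 nM to 58 uM) are added to His-tagged MBNL1 and biotin-(CUG)12, then terbium anti-His antibody and streptavidin-XL665 (5 nM final). After 60 min at room temperature, the 665/545 nm ratio is read.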
BRCA1 expr act: qHTS Assay to Identify Small Molecule Activators of BRCA1 Expression. MCF7-BRCA1-FFLuc reporter, luminescence, 48 h; response scale: scaled: vehicle 0%, 10 µM genistein 100%. Potency, µM (series often up to 46.1 µM), without a hit: at the highest dose activation, actives largely listed as activators. 1.1% of 380,000 active; also: nearly all actives have a fitted effect of over 80% in size; some results filed as inactive show a strong effect at the top dose
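MCF7-BRCA1-FFLuc cells, 2000/well in phenol-red-free MEM, attached 2 h then treated 48 h at 37 C. Luciferase luminescence read 15 min after reagent; normalized to genistein maximum activation (10microM) and DMSO, concentration-response fitted.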
RORgamma inh: qHTS for inhibitors of ROR gamma transcriptional activity; Nuclear receptor ROR-gamma (Mus musculus), P51450; Drosophila S2 Gal4-RORgamma UAS-luciferase reporter, 20 h; Potency, µM (titrated, usually from 53.6 µM), without a hit: top-dose activity change, negative = inhibition, hits mostly inhibitors; 5.4% of 310,000 active; also: % is scaled to controls: 0 for no effect and ±100 for the full control effect; nearly all actives have a fitted effect of over 60% in size
Target sequence (P51450 whole entry, looked up, the tested form may be a part): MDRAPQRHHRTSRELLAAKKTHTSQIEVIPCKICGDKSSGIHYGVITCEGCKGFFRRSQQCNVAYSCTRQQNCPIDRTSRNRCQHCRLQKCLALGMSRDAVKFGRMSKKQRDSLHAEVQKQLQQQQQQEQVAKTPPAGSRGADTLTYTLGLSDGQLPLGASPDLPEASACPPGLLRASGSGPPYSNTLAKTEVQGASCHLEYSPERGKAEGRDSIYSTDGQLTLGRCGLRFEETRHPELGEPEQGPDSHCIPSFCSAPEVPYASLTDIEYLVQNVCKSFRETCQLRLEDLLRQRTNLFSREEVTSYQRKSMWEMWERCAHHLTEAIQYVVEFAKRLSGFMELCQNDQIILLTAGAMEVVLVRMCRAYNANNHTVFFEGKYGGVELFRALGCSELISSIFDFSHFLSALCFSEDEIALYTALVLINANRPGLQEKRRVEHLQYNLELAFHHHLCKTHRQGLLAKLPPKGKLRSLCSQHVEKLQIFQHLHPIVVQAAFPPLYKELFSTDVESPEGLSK
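Stably transfected Drosophila Schneider cells are the test system, with ROR gamma fused to Gal4 and luciferase under UAS control; luminescence is read after 20 hr of 700 uM copper sulfate induction at ambient temperature.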
p53 reactivation: qHTS assay for re-activators of p53 using a Luc reporter | H1299 p53-A138V BP100-luciferase reporter, luminescence, 24 h | 0.063% of 320,000 active | Potency, µM (highest dose often 92.2 µM), for the others: at the top dose activity change, positive = activation, hits mostly activators; also: % of control where 0% means no effect; nearly all actives have a fitted effect of over 45% in size
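H1299 (p53-null), stable ts p53-A138V + BP100-Luc; 1000 cells/well, Opti-MEM/10% FBS; cpd 4 pt, 1:5; 24 h, 37 deg C, 5% CO2; detection reagent 10 min RT; luminescence.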
uPA surface inh: qHTS for Inhibitors of Cell Surface uPA Generation; cell surface uPA generation assay, qHTS; Potency, µM (series often up to 38.3 µM), for inactives: at the highest dose activity change, negative = inhibition, actives largely listed as inhibitors; 0.31% of 330,000 active; active = well fitted inhibition curve with a large enough effect; inconclusive = small, poorly fitted or top-dose-only effect; inactive = no such curve, though single readings can be large or run the other way; tested in mouse RAW 264.7 cells; also: % is scaled to controls: 0 for no effect and ±100 for the full control effect; nearly all actives have a fitted effect of over 55% in size
Gal4-VP16 FLuc: VP16 counterscreen qHTS for inhibitors of ROR gamma transcriptional activity. 3.5% of 310,000 active. Drosophila S2 Gal4-VP16 UAS-luciferase, luminescence, 20 h. Potency, µM (highest dose often 53.6 µM), for inactives: at the top dose activity, negative = inhibition, actives largely listed as inhibitors;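 also: Gal4-VP16 expression switched on by copper sulfate through the metallothionein promoter; % is scaled to controls: 0 for no effect and ±100 for the full control effect; nearly all actives have a fitted effect of over 50% in size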
NPC1 promoter act: qHTS Assay for NPC1 Promoter Activators | Huh7 NPC1 promoter luciferase reporter, 24 h | Potency, µM (doses to about 9.22 µM), for the others: top-dose activation, usual class: activators | 2.4% of 320,000 active;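 also: % of control where 0% means no effect; nearly all actives have a fitted effect of over 60% in size; reporter is driven by a mutant NPC1 promoter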
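Luminescence read-out of NPC1 promoter-driven luciferase in stably transfected Huh7 cells; compounds delivered in DMSO and left 24 h at 37C, 5% CO2, qHTS titration format.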
MLL CXXC-DNA inh: qHTS Fluorescence Polarization Assay for Inhibitors of MLL CXXC domain - DNA interaction; MLL-CXXC / FITC-HOXA9 DNA fluorescence polarization; Potency, µM (top dose mostly 115 µM), inactives show at the highest dose activity change, negative = inhibition, hits mostly inhibitors; 0.037% of 290,000 active; AID 2662, 2010; active = well fitted inhibition curve with a large enough effect in the polarisation, with a control signal flat, not every such curve was filed as active; inconclusive = small, poorly fitted or top-dose-only effect, or effect the other way, or a change in a side signal; inactive = no such curve, though single readings can be large or run the other way; the % refers to the polarisation
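Purified MLL-CXXC (added from a 7 uM solution) was preincubated 5 min at ambient with pinned compounds in 50 mM Tris-HCl pH 7.5, 50 mM NaCl, 1 mM DTT, 0.05% BSA. Fluorescein-labeled HOX-A9 DNA (50 nM solution) followed, 30 min, then polarization read.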
An asterisk follows results filed as active; ? = inconclusive; / = not tested or not shown; [ ] = remark or other dose. Unless noted, calls follow the shape of the dose curve; as a rule, active = well fitted curve in the direction sought with a large enough effect; inconclusive = small, poorly fitted or top-dose-only effect, or another doubt; inactive = no such curve, though single readings can be large; an effect the other way counts as inactive or inconclusive. Potency is read from the fitted curve at half-maximal effect. A portion of the library. The share of hits here may be higher or lower than overall.

Sequence of screens: Rab9 prom act	FLuc modulator	ELG1 genotoxic	MBNL1 CUG block	BRCA1 expr act	RORgamma inh	p53 reactivation	uPA surface inh	Gal4-VP16 FLuc	NPC1 promoter act	MLL CXXC-DNA inh
C/C(=N\NC(=O)c1cccc(S(=O)(=O)Nc2ccc(C)cc2C)c1)c1ccncc1
    1%	-3%	1%	/	-15%	/	-4%	-1%	/	-3%	/
CCn1c2ccccc2c2n[nH]c(=S)nc21
    -8%	6%	6%	?	-20%	4µM*	0%	47%[activator]	8.9µM*	0%	9%
COc1cc(/C=N\NC(=O)c2ccc(-c3ccccc3)cc2)cc(Br)c1O
    5%	11µM*	-11%	-4%	-54%	?	8%	-3%	?	0%	1%
CCOC(=O)c1oc2ccccc2c1NC(=O)COc1ccc(F)cc1
    3%	-4%	0%	5%	-4%	12%	-5%	/	?	-4%	-23%
CCOC(=O)c1c(C)[nH]c(C(=O)COc2ccc3c(c2)OCO3)c1C
    -5%	?	0%	9%	65%	39%	50%	8%	2%	6%	3%
Cc1ccc(CCNC(=O)CN(C)S(=O)(=O)c2cnc[nH]2)cc1
    1%	-1%	0%	-5%	13%	12%	-2%	6%	0%	-2%	1%
CCOC(=O)c1nnn(-c2nonc2N)c1-c1cccc2ccccc12
    -5%	-2%	2%	7%	-36%	-18%	0%	-6%	-8%	-4%	-2%
COc1cc(/C=C/C(=O)OCC(=O)NC(=O)NC2CCCCC2C)ccc1OC(F)F (stereo not drawn)
    -1%	3%	1%	/	-15%	/	-10%	-9%	/	-3%	/
O=C1COc2ccc(C(=O)COC(=O)c3nc(Cl)ccc3Cl)cc2N1
    1%	-1%	1%	/	-16%	/	6%	-4%	/	5%	/
COc1ccc(CC(NC(C)=O)C(=O)NC2CCN(C(=O)Nc3ccccc3Cl)CC2)cc1OC (stereo not drawn)
    -1%	-2%	8%	1%	2%	7%	0%	4%	-11%	-2%	-12%
CNS(=O)(=O)c1ccc2c(c1)NC(=O)C1CCCN21 (stereo not drawn)
    1%	1%	4%	/	8%	-5%[10 µM]	-4%	7%	-1%	-3%	23%
COc1ccc(NC(=O)CN(C)S(=O)(=O)c2ccc(Br)s2)cc1
    2%	-7%	-18%	1%	-17%	?	4%	2%	-10%	3%	?
CCOC(=O)c1cnn(-c2nc(-c3ccc(C)cc3)cs2)c1C(F)(F)F
    -5%	-15%	1%	7%	-1%	-19%	7%	0%	-21%	2%	-1%
Cc1cccc(NC(=O)c2cc(NC(=O)c3ccco3)ccc2N2CCCCC2)c1
    -6%	0%	7%	-8%	0%	0%	6%	-1%	1%	-2%	19%
CC1CN(CC(O)COc2ccc(C(=O)c3ccccc3)cc2)CC(C)O1 (stereo not drawn)
    9%	-1%	0%	-11%	2%	6%	-7%	0%	0%	-1%	3%
Cc1ccc(-n2ncc(Cl)c2C(=O)NCc2ccccc2)cc1
    ?	11µM*	?	19%	11µM*	35%	8%	-11%	6%	?	16%
O=C(Cn1c(=O)oc2cc(S(=O)(=O)N3CCCCC3)ccc21)N1CCc2ccccc2C1
    -3%	15%	1%	-7%	0%	11%	3%	7%	-9%	1%	9%
Cc1cc(=O)n(-c2ccc3ccccc3n2)[nH]1
    0%	?	?	4%	-8%	?	?	-8%	?	8%	?
Oc1c(C(c2cccs2)N2CCC3(CC2)OCCO3)sc2ncnn12 (stereo not drawn)
    3%	1%	3%	9%	-2%	?	6%	-2%	3%	0%	-11%
Cc1cccc2cc(COC(=O)c3ccccc3)c(=O)[nH]c12
    7%	0%	-7%	1%	20%	-1%	-2%	-2%	-15%	-1%	0%
CN(Cc1ccc(Cl)cc1)C(=O)COC(=O)CSc1ccc([N+](=O)[O-])cc1
    -2%	-2%	-3%	/	-9%	/	2%	1%	/	-2%	/
O=c1[nH]c2ccccc2nc1Cc1ccccc1
    5%	0%	0%	?	23%	11%	-9%	2%	-1%	1%	5%
Cc1ccc(S(=O)(=O)NC(=O)COc2ccccc2C)c(C)c1
    0%	1%	3%	-7%	8%	-16%	-10%	0%	?	-1%	4%
CC(Oc1ccccc1)C(=O)NN1Cc2ccccc2C1=N (stereo not drawn)
    -2%	-1%	5%	-3%	-7%	4%	-1%	5%	-3%	-6%	0%
CC(C)(C)OC(=O)[C@H](Cc1ccccc1)NC(=O)c1[nH]cnc1C(=O)Nc1cccc(Cl)c1
    -4%	0%	-8%	-1%	-74%	4.5µM*	-4%	-20%	4µM*	-6%	0%
CC(C)c1ccc(C2CC(=O)N3CN(C)CSC3=C2C#N)cc1 (stereo not drawn)
    -4%	-3%	1%	-1%	-4%	-25%	19%	-9%	-17%	-2%	-15%
CC(CNCc1ccc2c(c1)OCO2)NCc1ccc2c(c1)OCO2 (stereo not drawn)
    3%	2%	-5%	-8%	1%	2%	4%	-8%	10%	1%	-8%
Cc1cccc(C)c1NC(=O)CCCCCNS(=O)(=O)c1ccccc1
    -3%	0%	-4%	-7%	-12%	-8%	1%	3%	-1%	1%	-3%
COCCN1C(=O)/C(=C/c2cc3c(cc2Br)OCO3)NC1=S
    -8%	?	-2%	?	-26%	11µM*	-5%	0%	?	-11%	3%
CCOC(=O)N1CCN(C(=O)c2ccccc2NC(=O)c2ccc(F)cc2)CC1
    3%	3%	-2%	/	-1%	-9%	6%	9%	2%	-1%	9%
CCN1CCN(c2cc(C)c3cc(NC(=O)c4ccc(Br)o4)ccc3n2)CC1
    10%	?	1%	-1%	-21%	4%	36%	0%	-12%	14%	-5%
Cc1noc(C)c1COc1ccc(C(=O)OCC(=O)NCCN2C(=O)CSC2=O)cc1
    -2%	0%	4%	-9%	-13%	0%	7%	-2%	-10%	1%	8%
Nc1nonc1-c1noc(CCCOc2ccc(Cl)cc2Cl)n1
    -4%	-1%	?	-3%	24%	20%	24%	6%	-18%	5%	4%
O=C(CCC(=O)c1cccs1)NCc1cccc(C(F)(F)F)c1
    2%	1%	8%	/	-5%	/	7%	2%	/	-3%	/
CCOC(=O)C1=NOC(COc2ccccc2C=O)C1 (stereo not drawn)
    -1%	-13%	-4%	/	23%	-6%	-2%	-3%	2%	-19%	4%
Cc1cc(C)c2nc(NC(=O)c3ccc4c(=O)n5c(nc4c3)CCCCC5)sc2c1
    -20%	2%	-4%	3%	-45%	2%	-5%	0%	-7%	-13%	10%
CC1C(=O)Nc2ccc(S(=O)(=O)NCc3ccc(Cl)cc3)cc2NC1=O (stereo not drawn)
    1%	8%	2%	-2%	-43%	32%	/	-6%	-9%	-3%	/
CCOC(=O)C1CCN(C(c2cccc(OC)c2)c2sc3nc(C)nn3c2O)CC1 (stereo not drawn)
    0%	0%	-5%	2%	-27%	23%	-6%	-11%	22%	-1%	1%
CCN(CC(=O)Nc1ccc(NC(C)=O)cc1)C(=O)CN1C(=O)NC2(CCCC2)C1=O
    -1%	1%	0%	/	-16%	/	3%	-3%	/	3%	/
CC(=O)N1c2ccc(S(=O)(=O)NC(CC(=O)O)c3ccc(Br)cc3)cc2CC1C (stereo not drawn)
    1%	3%	3%	-3%	4%	-13%	12%	-1%	1%	0%	4%
Cc1cc(C)c(Nc2ncccc2C(=O)O)c(C)c1
    -13%	-12%	2%	-11%	-2%	9%	0%	-1%	5%	0%	-6%
Cc1cc(C)c(C(=O)C(C)OC(=O)C2=COCCO2)cc1C (stereo not drawn)
    -3%	1%	-4%	4%	-7%	-5%	0%	-1%	-9%	4%	2%
CC(=O)COc1cc2c(-c3cc4ccccc4o3)cc(=O)oc2cc1C
    -4%	-2%	-6%	11%	-15%	-14%	-7%	-3%	-17%	-3%	61%[activator]
O=C(CNc1cccc([N+](=O)[O-])c1)N/N=C/c1ccc(F)cc1
    1%	-7%	1%	/	3%	?	-4%	7%	1%	1%	2%
CSCCC(NC(=O)c1ccccc1)C(=O)N1CC(C)OC(C)C1 (stereo not drawn)
    -3%	-2%	5%	/	-12%	/	2%	-3%	/	0%	/
